CaV13 FRET inh: Primary screen for inhibitors of IQ motif and Ca2+-dependent inactivation inhibitor domain binding in CACNA1D, Förster resonance energy transfer in living cells, … | HEK cells, CFP/YFP FRET ICDI-IQ, plate reader, 10 min; percent FRET-ratio fall versus neutral wells | inhibition, % at 12.3 µM | hit rate 0.098% among 340,000;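 active = mean replicate inhibition of at least 30% and at least 1% of replicates passing that level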;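 also: 0% = median of the neutral control wells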
Exocytosis inh: lytic granule exocytosis inhibition; inhibition, % at 10 µM; TALL-104 LAMP-1 surface exposure, flow cytometry; cells stimulated with thapsigargin and PMA; AID 651702; hit rate 0.66% among 360,000;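 active = inhibition above about 55%, limit read from the data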
MC4R antagonist: antagonists of human melanocortin 4 receptor (MC4R); P32245; MC4R-expressing cells, MTII-stimulated cAMP, LANCE TR-FRET; inhibition, % at 6.5 µM; hit rate 0.48% among 360,000;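 active = inhibition above its plate's cutoff, the mean of tested wells on that plate plus 3 SD, cut at about 29% in these data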;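 also: 0% = Melanotan II alone and 100% = Melanotan II plus saturating MCL0020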
Target sequence (P32245 whole entry, looked up): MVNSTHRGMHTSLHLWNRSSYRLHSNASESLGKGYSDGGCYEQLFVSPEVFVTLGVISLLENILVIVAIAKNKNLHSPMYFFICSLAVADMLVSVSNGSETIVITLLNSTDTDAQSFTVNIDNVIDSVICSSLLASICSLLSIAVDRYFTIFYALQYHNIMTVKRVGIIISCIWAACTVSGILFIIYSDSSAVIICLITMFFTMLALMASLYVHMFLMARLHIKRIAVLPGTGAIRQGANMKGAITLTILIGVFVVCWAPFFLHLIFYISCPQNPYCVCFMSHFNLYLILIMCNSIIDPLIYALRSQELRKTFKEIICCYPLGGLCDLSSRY
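system = U2OS cells with stable human MC4R expression | also added = Melanotan II challenge after compound preincubation | dosing = one concentration, 6.5 µM nominal | incubation = compound 30 min, challenge 1 h, detection 1 h | measured by = TR-FRET with Eu-cAMP and labeled anti-cAMP, 671 nm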
ABCB6 inh 2: human ABCB6 transporter inhibition. hit rate 0.19% among 360,000. K562-ABCB6 porphyrin accumulation, flow cytometry, 1 h; stronger effect = lower value. fluorescence ratio to DMSO, % at 10 µM. AID 602162. Q9NP58;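 active = fluorescence ratio to DMSO below 75%, the collection mean minus 3 SD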;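 also: signal is porphyrin accumulated inside mitochondria; 100% equals median channel fluorescence of DMSO control wells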
Cardio protect: protects H9c2 cardiomyocytes from peroxide injury | protection from H2O2 cell death, % at 20 µM | hit rate 0.63% among 360,000 | H2O2 injury protection, ATPLite, 2 h | AID 588492;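 active = compounds giving at least 50% protection of heart cells from peroxide-induced death in the single-dose screen, raw or plate-pattern-corrected value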;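 also: 0% = DMSO wells with peroxide and 100% = DMSO wells without peroxide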
m5-HT2A agonist: agonists of mouse serotonin 5-HT2A receptor (HTR2A). P35363. CHO-K1 mHTR2A beta-arrestin complementation, luminescence; percent of 30 µM serotonin response. activation, % at 7.6 µM. hit rate 0.66% among 360,000;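 active = activation above a run cutoff, the mean activation of all tested compounds plus 3 SD, cut at about 14% in these data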;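 also: 0% = plate median of compound wells and 100% = 30 µM serotonin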
ABHD5-PLIN5 inh: blocks binding of human ABHD5 to perilipin-5. Q00G26+Q8WTS1. Split G. princeps luciferase complementation, luminescence, 4 h. inhibition, % at 4 µM. hit rate 0.78% among 360,000. AID 602281;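 active = inhibition above the mean inhibition across every tested compound plus 3 SD, cut at about 22% in these data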;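 also: 0% = DMSO only wells and the 100% control is not disclosed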
Glyco luc inh: N-linked glycosylation inhibition. D54 ERlucT glycosylation luciferase reporter, 24 h; percent of 100 nM tunicamycin response. reporter increase, % at 12.5 µM. hit rate 0.23% among 360,000;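 active = mean luciferase reporter signal, scaled so untreated is 0 and the glycosylation-blocking control 100, at or above a set limit in every replicate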;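 also: luciferase carries N-glycosylation sites so blocking glycosylation raises the light; 0% = median of neutral control wells and 100% = median of 100 nM tunicamycin wells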
MC4R ag barr: human MC4R agonism via beta-arrestin; P32245; hit rate 0.98% among 360,000; activation, % at 8.9 µM; U2OS MC4R beta-arrestin complementation, luminescence; percent of melanotan II response, DMSO zero; AID 540308;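 active = activation above a per-plate cutoff, the mean activation of sample wells on that plate plus 3 SD, cut at about 8% in these data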
PDI inh: PDI (human) enzyme inhibition. P07237. PDI insulin aggregation turbidity, A650, 90 min. inhibition, % at 10 µM. hit rate 0.052% among 350,000;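 active = mean inhibition across replicates of 30% or more, whatever share of single replicates reach that level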;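 also: absorbance from insulin aggregation driven by PDI reduction with DTT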
Target sequence (P07237 whole entry, looked up): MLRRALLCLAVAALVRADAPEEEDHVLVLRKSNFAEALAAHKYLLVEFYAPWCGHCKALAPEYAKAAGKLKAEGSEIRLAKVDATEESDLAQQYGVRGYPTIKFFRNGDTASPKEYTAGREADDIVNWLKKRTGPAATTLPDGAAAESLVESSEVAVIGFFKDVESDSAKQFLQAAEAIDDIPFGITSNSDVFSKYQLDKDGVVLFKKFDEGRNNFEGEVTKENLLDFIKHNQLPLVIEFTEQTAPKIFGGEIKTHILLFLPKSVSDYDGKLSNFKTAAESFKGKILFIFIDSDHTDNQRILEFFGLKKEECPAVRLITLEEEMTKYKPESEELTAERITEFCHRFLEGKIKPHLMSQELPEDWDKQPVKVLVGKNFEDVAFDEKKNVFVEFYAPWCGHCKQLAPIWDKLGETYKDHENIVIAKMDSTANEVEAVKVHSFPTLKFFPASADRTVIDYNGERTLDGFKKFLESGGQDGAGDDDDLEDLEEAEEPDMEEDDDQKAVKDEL
* = called active by the depositor; / = no result given. Rows were taken by chance; overall some 4.2% were active at least once.

SMILES | CaV13 FRET inh | Exocytosis inh | MC4R antagonist | ABCB6 inh 2 | Cardio protect | m5-HT2A agonist | ABHD5-PLIN5 inh | Glyco luc inh | MC4R ag barr | PDI inh
CCCOc1ccc(C2C(C(=O)c3ccc(C)o3)=C(O)C(=O)N2Cc2ccco2)cc1 (centres undefined) | -3 | -2 | 10 | 93 | -5 | 1 | -10 | 0 | -4.4 | -13
COc1ccc(S(=O)(=O)N[C@@H]2C=C[C@@H](CC(=O)N3CCc4ccccc4C3)O[C@@H]2CO)cc1 | -6 | 14 | / | / | / | 1 | 4 | / | / | /
CN(C(=O)c1cccc(NC(=O)Cc2ccc(NC(=O)C3CCN(C(=O)C4CCCC4)CC3)cc2)c1)C1CCCC1 | -4 | 2 | 13 | 94 | -3 | -4 | 18 | -4 | 1.4 | 15
CCOc1nc(NC2CCCC2)nc(N2CCC(C)CC2)n1 | -19 | 1 | 5 | 104 | -14 | 5 | 0 | -3 | 5.0 | 4
c1ccc(Nc2c3c(nc4ncnn24)CCC3)cc1 | -8 | 2 | -2 | 107 | -3 | 8 | 11 | 2 | -2.4 | 2
COc1ccccc1CCn1cnc2c3cc(C)ccc3n(C)c2c1=O | -4 | -1 | -2 | 93 | 10 | 2 | 0 | -1 | -0.1 | -3
O=C(CSc1nnnn1C1CCCCC1)Nc1ccccc1N1CCOCC1 | 3 | 0 | 2 | 91 | -2 | 1 | 3 | 0 | -1.9 | -6
Cc1ccc(NC(=O)c2ccc(S(=O)(=O)N3CCCC3)cc2)nc1 | -2 | 3 | 4 | 102 | 0 | 1 | 0 | -2 | -1.1 | 3
CC1CCN(c2ccc(NC(=O)C3CCCN3S(=O)(=O)c3ccc(F)cc3)cc2)CC1 (centres undefined) | -3 | -3 | 10 | 103 | -14 | -3 | -7 | -2 | 1.2 | -8
Cc1ccc(C2C(C#N)=C3N=C(N)c4ccccc4N3C3=C2C(=O)CCC3)cc1 (centres undefined) | -6 | -1 | 5 | 94 | 1 | -4 | 2 | 8 | -0.1 | -7
COc1ccc(C)cc1NC(=O)C(Sc1nncn1C)c1ccccc1 (centres undefined) | -2 | -1 | 3 | 96 | 0 | -1 | 2 | 3 | -1.7 | 6
CCC1CCCCN1C(=S)Nc1ccc(SC(F)F)cc1 (centres undefined) | -3 | 4 | 17 | 101 | -11 | -2 | -6 | 0 | 1.7 | -10
CC1=C(C(=O)Nc2ccccn2)C(c2ccc(N(C)C)cc2)n2ncnc2N1 (centres undefined) | -9 | 0 | 1 | 100 | 3 | 3 | 0 | -1 | -0.6 | 11
COC(=O)c1cc(NS(=O)(=O)c2ccc(Cl)c(N3C(=O)c4ccc(C(=O)O)cc4C3=O)c2)cc(C(=O)OC)c1 | -2 | -2 | 6 | 101 | -1 | -1 | 7 | 0 | 4.1 | 15
O=C(N/N=C\c1ccc(Br)o1)C1COc2ccccc2O1 (centres undefined) | 0 | -1 | 12 | 99 | 1 | 2 | 7 | 1 | -0.8 | -2
O=C(NCc1cccs1)c1ccc2sc(COCCO)nc2c1 | -4 | 12 | 12 | 100 | 6 | 3 | -4 | -2 | -0.5 | 1
COc1ccc(Cl)cc1NC(=O)CN1C(=O)NC(Cc2c[nH]c3ccccc23)C1=O (centres undefined) | -6 | -4 | 2 | 89 | -6 | 7 | 6 | 1 | 1.0 | 19
COc1cc(-n2c(=O)c3ccccc3n(CC(=O)c3ccccc3)c2=O)cc(OC)c1OC | -2 | -3 | 5 | 99 | -5 | 2 | 1 | 0 | -0.9 | -2
Cc1c(C(=O)N/N=C/c2ccc(-c3ccccc3[N+](=O)[O-])o2)sc(N)c1C#N | -3 | -3 | -15 | 95 | 27 | 1 | -35 | 5 | 0.7 | 3
FC(F)(F)c1cccc(Cc2noc(CN3CCCC(OCc4ccccn4)C3)n2)c1 (centres undefined) | -3 | -3 | 2 | 101 | -10 | -3 | -3 | 1 | 0.6 | 1
COCCn1nnnc1CN1CCSCC1 | -8 | -2 | 19 | 104 | -1 | 0 | 0 | 2 | -3.2 | -4
COc1cccc(C2C(C(=O)OC(C)C)=C(C)Nc3ncnn32)c1 (centres undefined) | -5 | -2 | 8 | 102 | 3 | -2 | -2 | 2 | -1.5 | -3
COc1ccc(NC(=O)C2CCC(CNC(=O)[C@@H]3Cc4ccccc4CN3)CC2)cc1 (some centres undefined) | -13 | 0 | 2 | 93 | 6 | -6 | -10 | -6 | -1.9 | -13
CCc1ccc(NC(=O)C2CCN(S(=O)(=O)c3ccc4c(c3)NC(=O)C(C)S4)CC2)cc1 (centres undefined) | -2 | 11 | 4 | 103 | -10 | -9 | -1 | -11 | -5.2 | 9
CCCCCN(C(=O)CCC(=O)OCCOc1ccc(OCC)cc1)c1c(N)n(CCCC)c(=O)[nH]c1=O | -2 | -5 | 1 | 104 | -2 | 1 | -16 | 0 | -2.3 | 3

Random excerpt: 4 compounds from above, in no set order.
SMILES | CaV13 FRET inh | Exocytosis inh | MC4R antagonist | ABCB6 inh 2 | Cardio protect | m5-HT2A agonist | ABHD5-PLIN5 inh | Glyco luc inh | MC4R ag barr | PDI inh
CCCOc1ccc(C2C(C(=O)c3ccc(C)o3)=C(O)C(=O)N2Cc2ccco2)cc1 (centres undefined) | -3 | -2 | 10 | 93 | -5 | 1 | -10 | 0 | -4.4 | -13
O=C(NCc1cccs1)c1ccc2sc(COCCO)nc2c1 | -4 | 12 | 12 | 100 | 6 | 3 | -4 | -2 | -0.5 | 1
CC1=C(C(=O)Nc2ccccn2)C(c2ccc(N(C)C)cc2)n2ncnc2N1 (centres undefined) | -9 | 0 | 1 | 100 | 3 | 3 | 0 | -1 | -0.6 | 11
O=C(N/N=C\c1ccc(Br)o1)C1COc2ccccc2O1 (centres undefined) | 0 | -1 | 12 | 99 | 1 | 2 | 7 | 1 | -0.8 | -2

More structures:
SMILES | CaV13 FRET inh | Exocytosis inh | MC4R antagonist | ABCB6 inh 2 | Cardio protect | m5-HT2A agonist | ABHD5-PLIN5 inh | Glyco luc inh | MC4R ag barr | PDI inh
CC(=O)NN1C(=O)/C(=C\c2ccc(C)cc2)SC1=S | -3 | -2 | 3 | 100 | -2 | -1 | 3 | 2 | -2.3 | 2
CC(=O)c1cccc(NC(=O)c2ccc3c(c2)CCN3S(=O)(=O)c2ccccc2)c1 | -6 | 2 | 9 | 96 | 1 | 1 | 6 | 0 | -2.0 | -1
Cn1cc(C(N)=O)c2ccccc21 | / | -3 | 8 | 96 | 7 | 4 | 6 | 0 | 1.1 | /
CCOC(=O)c1nnn(CC(=O)Nc2cccc(Cl)c2C)c1C(=O)OCC | -2 | -2 | 1 | 83 | 3 | 4 | 9 | 2 | 0.2 | 0
Cc1cccc(C(=O)Nc2ccc(C(=O)c3ccccc3)cc2)c1 | -19 | -33 | 9 | 100 | -8 | -9 | -6 | -2 | 2.4 | 3
Cc1ccc(N2CC(C(=O)Nc3ccccc3OC(F)F)CC2=O)cc1 (centres undefined) | -5 | 14 | 2 | 98 | -1 | 8 | -3 | 0 | -1.3 | 15
CCOC(=O)C1CCCN(C(=O)c2cc3c(-c4cccc(OC)c4)nn(C)c3s2)C1 (centres undefined) | -1 | 4 | -13 | 91 | 14 | 2 | 3 | 11 | -0.2 | 6
O=C(CCn1c(=O)[nH]c2ccccc2c1=O)NCCCN1CCN(c2cccc(Cl)c2)CC1 | / | -1 | 1 | 97 | 13 | -2 | 1 | -2 | -0.6 | -4
CC(C)(C)OC(=O)N1CCN(C(=O)c2[nH]c(C(F)(F)F)nc2-c2ccccc2)CC1 | -3 | 0 | / | 99 | -1 | 7 | -1 | 1 | / | /
CC(C)(C)c1nnc(SCC(=O)Nc2ccc(N3CCCCC3)cc2)n1N | -4 | 14 | 0 | 90 | -6 | 2 | 0 | -1 | -0.2 | 8
Cc1cc(N2CCN(C)CC2)nc(-c2ccccc2O)n1 | -4 | 3 | -1 | 92 | -6 | 11 | 7 | 0 | 0.0 | 2
CCC(C(=O)OCC(=O)NC(=O)c1ccccc1OC)c1ccccc1 (centres undefined) | -6 | 1 | 5 | 105 | 0 | -2 | 1 | 3 | -2.2 | -10
Cc1cccc(NC(=O)c2ccccc2SCc2ccc(F)cc2)n1 | -6 | 1 | 2 | 103 | -10 | -10 | -6 | -2 | -0.3 | -2
C/C(=N\NC(=S)Nc1cccc(C)c1)c1cc2ccccc2o1 | -3 | 0 | 5 | 97 | 18 | -2 | -13 | 1 | -4.0 | 4
COc1ccc(/C=N/n2c(-c3cccs3)n[nH]c2=S)cc1 | / | 2 | 7 | 86 | -10 | 5 | -13 | -2 | 2.4 | -1
CCOC(=O)N1CCN(C(=O)CN(C2CCCCC2)S(=O)(=O)c2ccc(C)cc2)CC1 | -5 | 3 | 1 | 125 | 6 | -2 | -3 | -3 | -1.8 | 7
c1ccc(-c2nc(C3CCCCC3)no2)cc1 | -5 | 1 | 5 | 95 | -8 | 1 | 3 | 1 | -1.1 | 9
CCOC(=O)C(C)Oc1cccc2c(=O)n(CC(=O)Nc3ccc(OCC)cc3)ccc12 (centres undefined) | -4 | -1 | 5 | 87 | -5 | -5 | 2 | -1 | 2.9 | /
Cc1nonc1CN(C)C(=O)CC1C(=O)NCCN1Cc1ccc(F)c(F)c1 (centres undefined) | -4 | -2 | 10 | 95 | 5 | -1 | -3 | 5 | -2.4 | -4
CCN1C(=NCCCCO)N[C@@H](c2cccc(C(F)(F)F)c2)C(C(=O)OC)=C1C | -4 | -5 | 13 | 101 | -6 | -3 | 3 | 3 | -0.4 | -4
N#Cc1ccc(C(=O)OCC(=O)Nc2ccc(N3CCOCC3)cc2)cc1 | 3 | -7 | 5 | 93 | -4 | -2 | -1 | 1 | -0.9 | 0

3 entries already listed, ordered by SMILES length, lowest first:
SMILES | CaV13 FRET inh | Exocytosis inh | MC4R antagonist | ABCB6 inh 2 | Cardio protect | m5-HT2A agonist | ABHD5-PLIN5 inh | Glyco luc inh | MC4R ag barr | PDI inh
COc1ccc(/C=N/n2c(-c3cccs3)n[nH]c2=S)cc1 | / | 2 | 7 | 86 | -10 | 5 | -13 | -2 | 2.4 | -1
Cc1ccc(N2CC(C(=O)Nc3ccccc3OC(F)F)CC2=O)cc1 (centres undefined) | -5 | 14 | 2 | 98 | -1 | 8 | -3 | 0 | -1.3 | 15
CCN1C(=NCCCCO)N[C@@H](c2cccc(C(F)(F)F)c2)C(C(=O)OC)=C1C | -4 | -5 | 13 | 101 | -6 | -3 | 3 | 3 | -0.4 | -4

Assay outcomes from PubChem.
